Bioassay records: PubChem, National Center for Advancing Translational Sciences (NCATS)
ELG1 DNA repair: blocks ELG1-dependent DNA repair in HEK293T cells. HEK293T ELG1-luciferase reporter, luminescence, 16 h; DNA damage induced by 5-fluorouridine. Potency, µM (titrated, usually from 46.1 µM), without a hit: at the top dose activity change, negative = inhibition, most hits filed as inhibitors. hit rate 2.3% among 330,000; note: potency is the fitted concentration of half-maximal effect; % is set by controls: 0 for no effect and ±100 for the full control effect; nearly all actives have a fitted effect of over 55% in size
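Luminescence from the luciferase reporter, measured 30 min after ONE-Glo reagent at room temperature, was the read-out. Beforehand, 2,000 cells per well were exposed for 16 hr at 37 °C to 5-fluorouridine together with compound or vehicle.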
TRPV1 ag: activates the human vanilloid receptor TRPV1; Q8NER1; hit rate 0.19% among 320,000; activation, % at 8.33 µM; TRPV1-expressing cells, Fluo-8 calcium influx, agonist mode; in the data active = activation above about 80%; inconclusive = between about 30% and that limit; note: 0% is about no effect
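Fluo-8 calcium influx in TRPV1-expressing cells, kinetic read (ex 480/em 520 nm). Compound added and read 3 min for agonist activity, followed by capsaicin at EC20 final and 2 min further read for enhancement.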
B2AR arrestin: beta2AR (human) beta-arrestin recruitment activity; hit rate 0.02% among 330,000; beta-arrestin recruitment to beta2AR, cell-based reporter; AID 492947; P07550; Potency, µM (titrated, usually from 46.1 µM), for inactives: at the top dose activation, hits mostly activators;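 note: potency is the fitted concentration of half-maximal effect; 0% = DMSO controls and full agonism = EC100 isoproterenol or metaproterenol; nearly all actives have a fitted effect of over 65% in size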
Target sequence (P07550 whole entry, looked up): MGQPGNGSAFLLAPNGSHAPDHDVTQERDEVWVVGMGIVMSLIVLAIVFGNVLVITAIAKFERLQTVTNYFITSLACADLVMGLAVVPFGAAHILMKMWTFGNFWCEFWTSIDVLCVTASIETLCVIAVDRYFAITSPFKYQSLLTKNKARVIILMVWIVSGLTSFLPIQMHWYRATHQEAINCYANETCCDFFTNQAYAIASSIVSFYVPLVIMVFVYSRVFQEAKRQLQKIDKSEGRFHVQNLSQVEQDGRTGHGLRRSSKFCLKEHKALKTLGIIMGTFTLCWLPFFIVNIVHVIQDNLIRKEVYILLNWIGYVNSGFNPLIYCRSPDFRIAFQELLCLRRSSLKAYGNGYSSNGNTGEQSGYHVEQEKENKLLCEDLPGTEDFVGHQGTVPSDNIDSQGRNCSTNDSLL
BRCA1 expr up: increases BRCA1 expression; MCF7-BRCA1-FFLuc reporter, luminescence, 48 h; response scale: scaled: vehicle 0%, 10 µM genistein 100%; Potency, µM (top dose mostly 46.1 µM), for the others: at the highest dose activation, most hits filed as activators; hit rate 1.1% among 380,000; note: potency is the fitted concentration of half-maximal effect; nearly all actives have a fitted effect of over 80% in size; some results filed as inactive show a strong effect at the top dose
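Reporter cells (MCF7, BRCA1 promoter-firefly luciferase) received library compounds across a concentration series for 48 h. End-point luminescence was measured and concentration-effect curves derived after normalization.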
TCR act: activators of T cell receptors; primary human leukocytes, anti-CD3, IL-2 HTRF, 48 h; Potency, µM (doses to about 9.22 µM), for inactives: at the top dose activation of IL-2 secretion, hits mostly activators; 330,000 tested, under 10 active; AID 504894; note: % of control where 0% means no effect
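HTRF read-out of IL-2 secretion: europium cryptate donor excited at 320nm, d2 acceptor emission at 665nm. Cells were primary human leukocytes incubated 48 hr with compounds and a-CD3 beads, supplying TCR signal only.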
PTAP TSG101 blk: blocks PTAP/TSG101 interaction to inhibit HIV-1 budding; Q99816; Fluorescence polarization, FITC-PTAP peptide / Tsg101 binding; Potency, µM (series often up to 115 µM), for inactives: at the top dose activity change, negative = inhibition, actives largely listed as inhibitors; 340,000 tested, under 10 active; AID 493005; active = well fitted inhibition curve with a large enough effect in the main read-out, with a control signal flat, not every such curve was filed as active; inconclusive = small, poorly fitted or top-dose-only effect, or effect the other way, or a change in a side signal; inactive = no such curve, though single readings can be large or run the other way; note: potency is the fitted concentration of half-maximal effect; % of control where 0% means no effect
Target sequence (Q99816 whole entry, looked up): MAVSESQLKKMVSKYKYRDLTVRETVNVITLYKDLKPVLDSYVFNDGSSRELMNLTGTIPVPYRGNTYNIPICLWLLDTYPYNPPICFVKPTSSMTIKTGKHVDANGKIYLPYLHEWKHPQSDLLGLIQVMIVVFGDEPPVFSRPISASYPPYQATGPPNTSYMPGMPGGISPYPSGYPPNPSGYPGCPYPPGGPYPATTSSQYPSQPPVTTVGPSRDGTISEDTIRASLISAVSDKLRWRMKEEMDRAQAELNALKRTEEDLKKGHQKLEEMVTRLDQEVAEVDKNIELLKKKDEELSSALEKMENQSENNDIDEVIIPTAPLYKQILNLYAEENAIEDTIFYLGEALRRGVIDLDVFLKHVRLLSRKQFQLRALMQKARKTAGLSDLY
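Compounds were pin-transferred onto Tsg101 binding domain (10 uM final) in HEPES pH 7.5 buffer, then FITC-PTAP peptide was added at 50 nM final. After 20 min at RT, polarization reported peptide displacement across a qHTS concentration series.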
AT treatment: candidate therapy for ataxia-telangiectasia | […] A-T fibroblasts, KAP-1 phosphorylation AlphaLISA; neocarzinostatin DNA damage 30 min before lysis | Potency, µM (doses to about 57.5 µM), without a hit: at the highest dose activation, usual class: activators | hit rate 0.19% among 320,000 | AID 485349; note: potency is the fitted concentration of half-maximal effect; % of control where 0% means no effect; nearly all actives have a fitted effect of over 45% in size
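hTERT-immortalized A-T patient fibroblasts ([…]), 500 cells/well in OPTI-MEM, 1% FBS, got compounds for 60 min, then NCS for 30 min at 37C. Lysates were then assayed for phospho-KAP-1 by AlphaLISA (anti-pKAP1 donor, anti-KAP1 acceptor beads), 6 hr at 25C.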
MLL CXXC-DNA inh: MLL CXXC-DNA interaction inhibition | hit rate 0.037% among 290,000 | MLL-CXXC / FITC-HOXA9 DNA fluorescence polarization | Q03164 | Potency, µM (doses to about 115 µM), for inactives: top-dose activity change, negative = inhibition, hits mostly inhibitors; active = well fitted inhibition curve with a large enough effect in the polarisation, with a control signal flat, not every such curve was filed as active; inconclusive = small, poorly fitted or top-dose-only effect, or effect the other way, or a change in a side signal; inactive = no such curve, though single readings can be large or run the other way; the % refers to the polarisation; note: potency is the fitted concentration of half-maximal effect
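Fluorescence polarization: 7 uM MLL-CXXC (stock) preincubated 5 min with compounds, then 50 nM fluorescein-HOX-A9 DNA (stock) added; 30 min ambient. Buffer 50 mM Tris-HCl pH 7.5, 50 mM NaCl, 1 mM DTT, 0.05% BSA.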
p53 reactivation: restores transcriptional activity of mutant p53 | H1299 p53-A138V BP100-luciferase reporter, luminescence, 24 h | Potency, µM (series often up to 92.2 µM), without a hit: at the top dose activity change, positive = activation, actives largely listed as activators | hit rate 0.063% among 320,000; note: potency is the fitted concentration of half-maximal effect; % of control where 0% means no effect; nearly all actives have a fitted effect of over 45% in size
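p53-null H1299 cells stably carrying temperature-sensitive p53-A138V and a BP100-luciferase reporter were pinned with compounds (4-point, 1:5 series) and held 24 hrs at 37 deg C. Luminescence was read 10 min after detection reagent.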
Integrin act MD: activators of alpha7 integrin expression for muscular dystrophy; Potency, µM (series often up to 38.3 µM), for inactives: top-dose activation, actives largely listed as activators; AID 624291; hit rate 0.064% among 350,000; alpha7betagal myoblasts, beta-gal FDG fluorescence, 48 h;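 note: potency is the fitted concentration of half-maximal effect; 100% = response of the positive control SU9516; nearly all actives have a fitted effect of over 60% in size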
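Alpha7betagal+/- myoblasts (passage 13) were plated 16-24 hr, then exposed to compounds (1:260 dilution of DMSO stock) for 48 hours at 37C. After MPER lysis, β-galactosidase reporter activity was read as FDG fluorescence (ex 480/em 540) after 30 minutes.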
* hit, by the source's call; [ ] = dose if it differs, or a comment. Unless noted, calls come from the whole dose curve; as a rule, active = well fitted curve in the direction sought with a large enough effect; inconclusive = small, poorly fitted or top-dose-only effect, or another doubt; inactive = no such curve, though single readings can be large; an effect the other way counts as inactive or inconclusive.

Screening COCC(=O)Nc1ccc(N(C)C)cc1 returned ELG1 DNA repair inconclusive, TRPV1 ag -7, B2AR arrestin -0.6%, BRCA1 expr up 19%, TCR act 10%, PTAP TSG101 blk -4%, AT treatment -8%, MLL CXXC-DNA inh 5%, p53 reactivation 7% and Integrin act MD -13%.
For N#CC(C#N)=Cc1cccn1-c1ccc(S(N)(=O)=O)cc1 the results were ELG1 DNA repair -15%, TRPV1 ag -1, B2AR arrestin -0.1%, BRCA1 expr up -19%, TCR act 2%, PTAP TSG101 blk -2%, AT treatment 7%, MLL CXXC-DNA inh 2%, p53 reactivation 19% and Integrin act MD inconclusive.
O=C1c2ccccc2C(=O)N1CSc1nnc2c3ccccc3n(CCc3ccccc3)c2n1 was read as ELG1 DNA repair -3%, TRPV1 ag 2, B2AR arrestin 0.3%, BRCA1 expr up -7%, TCR act 13%, PTAP TSG101 blk -7%, AT treatment -5%, MLL CXXC-DNA inh 10%, p53 reactivation 5% and Integrin act MD 0%.
Screening Cc1cnc(NC(=O)C2CCCC2)s1 returned ELG1 DNA repair inconclusive, TRPV1 ag -1, B2AR arrestin -0.4%, BRCA1 expr up 30%, TCR act 1%, PTAP TSG101 blk 0%, AT treatment 5%, MLL CXXC-DNA inh -8%, p53 reactivation inconclusive and Integrin act MD -18%.
`CNC(=S)N/N=C(\C)c1cccc([N+](=O)[O-])c1` gave ELG1 DNA repair 27%, TRPV1 ag -7, B2AR arrestin -0.8%, BRCA1 expr up 9%, TCR act 3%[46.1 µM], PTAP TSG101 blk 0%, AT treatment -8%, MLL CXXC-DNA inh 5%, p53 reactivation 1% and Integrin act MD -17%.
For O=C(CCNS(=O)(=O)c1ccccc1C(F)(F)F)N1CCN(C(c2ccccc2)c2ccccc2)CC1 the results were ELG1 DNA repair -15%, TRPV1 ag 24, B2AR arrestin -0.1%, BRCA1 expr up -51%, TCR act -1%, PTAP TSG101 blk -2%, AT treatment -2%, p53 reactivation inconclusive and Integrin act MD 15%.
Cc1nn(-c2ccccc2)c(N2CCCC2)c1/C=N/Nc1ccc(S(N)(=O)=O)cc1[N+](=O)[O-] was read as ELG1 DNA repair inconclusive, TRPV1 ag -2, B2AR arrestin -1.3%, BRCA1 expr up -78%, TCR act -2%[46.1 µM], PTAP TSG101 blk -2%, AT treatment -5%, MLL CXXC-DNA inh -8%, p53 reactivation -6% and Integrin act MD -11%.
Screening COCCOC(=O)c1c(NC(=O)CN2CCc3ccccc32)sc(C(N)=O)c1C returned ELG1 DNA repair inconclusive, B2AR arrestin -0.1%, BRCA1 expr up -18%, TCR act -7%, PTAP TSG101 blk 0%, AT treatment 2%, MLL CXXC-DNA inh -1%, p53 reactivation -3% and Integrin act MD -25%.
For Cc1ccccc1C(=O)Nc1ccccn1 the results were TRPV1 ag -3, BRCA1 expr up 26%, TCR act 3%, PTAP TSG101 blk 0%, MLL CXXC-DNA inh -9% and Integrin act MD 0%.
O=C(Nc1cccc(-c2cn3ccccc3n2)c1)c1cnccn1 was read as ELG1 DNA repair inconclusive, TRPV1 ag 2, B2AR arrestin -0.3%, BRCA1 expr up 73%, TCR act -3%[46.1 µM], PTAP TSG101 blk -1%, AT treatment -2%, MLL CXXC-DNA inh -4%, p53 reactivation 14% and Integrin act MD 16%.
COc1cc2c(cc1OC)CN(c1nc(-c3cccnc3)nc3ccccc13)CC2 was read as ELG1 DNA repair 9.2µM*, TRPV1 ag 3, B2AR arrestin 0.5%, BRCA1 expr up -45%, TCR act 4%, PTAP TSG101 blk 0%, AT treatment -2%, MLL CXXC-DNA inh -2%, p53 reactivation -3% and Integrin act MD -8%.
For CCN(CC)c1ccc(C=C2C(=O)OC3(CCCC3)OC2=O)cc1 the results were ELG1 DNA repair inconclusive, TRPV1 ag -1, B2AR arrestin 0.2%, BRCA1 expr up 46%, TCR act 1%[46.1 µM], PTAP TSG101 blk -1%, AT treatment 0%, MLL CXXC-DNA inh 13%, p53 reactivation -6% and Integrin act MD -47%[inhibitor].
For CC(=O)N(C(C)=O)N1C(=O)c2cccc3c(N4CCOCC4)ccc(c23)C1=O the results were ELG1 DNA repair 21%, TRPV1 ag 7, B2AR arrestin 0.0%, BRCA1 expr up -6%, TCR act 19%, PTAP TSG101 blk inconclusive, AT treatment -13%, MLL CXXC-DNA inh inconclusive, p53 reactivation 1% and Integrin act MD 0%.
Screening Cc1ccc(C23CC4CC(CC(C(=O)N5CCN(C)CC5)(C4)C2)C3)cc1 returned ELG1 DNA repair 9%, TRPV1 ag 29, B2AR arrestin -0.2%, BRCA1 expr up -21%, TCR act -1%, PTAP TSG101 blk -4%, AT treatment 0%, MLL CXXC-DNA inh 4%, p53 reactivation 0% and Integrin act MD -55%[inhibitor].
For O=C(CN1C(=O)C2C3C=CC(C3)C2C1=O)N1CCc2ccccc2C1 (centres undefined) the results were ELG1 DNA repair 15%, TRPV1 ag 15, B2AR arrestin -0.3%, BRCA1 expr up -6%, TCR act -28%, PTAP TSG101 blk -3%, AT treatment -1%, MLL CXXC-DNA inh -1%, p53 reactivation 7% and Integrin act MD -12%.
Cc1ccc(NC(=O)CO/N=C/c2ccc(N(C)C)cc2)cc1 was read as ELG1 DNA repair 12%, TRPV1 ag inconclusive, B2AR arrestin 0.5%, BRCA1 expr up -8%, TCR act 4%[46.1 µM], PTAP TSG101 blk 15%, AT treatment -5%, MLL CXXC-DNA inh inconclusive, p53 reactivation 2% and Integrin act MD -8%.
Cn1cnnc1SCC(=O)Nc1ccccc1C(=O)NC1CC1 was read as ELG1 DNA repair 11%, TRPV1 ag 2, B2AR arrestin 0.2%, BRCA1 expr up -6%, TCR act 1%, PTAP TSG101 blk -2%, AT treatment 3%, MLL CXXC-DNA inh -5%, p53 reactivation 2% and Integrin act MD -12%.
Screening O=C(CSc1ccccn1)N1CCCC(Nc2ccccc2)C1 (centres undefined) returned ELG1 DNA repair 7%, TRPV1 ag inconclusive, B2AR arrestin -1.8%, BRCA1 expr up 5%, TCR act -1%, PTAP TSG101 blk -6%, AT treatment -1%, MLL CXXC-DNA inh 5%, p53 reactivation 6% and Integrin act MD -26%.
Screening Cc1cc([N+](=O)[O-])nn1CC(=O)N/N=C/c1ccccc1O returned ELG1 DNA repair inconclusive, TRPV1 ag 0, B2AR arrestin 0.3%, BRCA1 expr up -49%, TCR act 2%, PTAP TSG101 blk 0%, AT treatment 2%, MLL CXXC-DNA inh -6%, p53 reactivation 9% and Integrin act MD -36%.
`COc1cc(/C=C/C(=O)OCC(=O)NCC2CCCCC2)ccc1O` gave ELG1 DNA repair 0%, TRPV1 ag inconclusive, B2AR arrestin 0.2%, BRCA1 expr up -20%, TCR act 1%, PTAP TSG101 blk -1%, AT treatment 6%, p53 reactivation -2% and Integrin act MD -10%.
`COc1ccc(CC(=O)O/N=C(\N)Cc2cccc3ccccc23)cc1OC` gave ELG1 DNA repair 0%, TRPV1 ag 25, B2AR arrestin -0.2%, BRCA1 expr up -27%, TCR act -2%, PTAP TSG101 blk 1%, AT treatment 10%, MLL CXXC-DNA inh 9%, p53 reactivation 7% and Integrin act MD 6%.
Screening CCN(CC(=O)Nc1ccccc1C(F)(F)F)C(=O)c1ccc2[nH]c3c(c2c1)CC(C)CC3 (centres undefined) returned ELG1 DNA repair inconclusive, TRPV1 ag 15, B2AR arrestin 0.4%, BRCA1 expr up -69%, TCR act 1%, PTAP TSG101 blk -7%, AT treatment -8%, p53 reactivation -6% and Integrin act MD -21%.
Screening COCCn1cnnc1SCC(=O)Nc1sc2c(c1C#N)CCC2 returned ELG1 DNA repair 2%, TRPV1 ag 0, B2AR arrestin -0.1%, BRCA1 expr up -31%, TCR act 3%, PTAP TSG101 blk 0%, AT treatment -1%, p53 reactivation 15% and Integrin act MD 34%.
Screening O=C(COc1ccc(Cl)cc1Cl)OCC(=O)c1ccc[nH]1 returned ELG1 DNA repair 3%, TRPV1 ag -1, B2AR arrestin -0.2%, BRCA1 expr up 5%, TCR act -2%, PTAP TSG101 blk -1%, AT treatment -8%, p53 reactivation inconclusive and Integrin act MD 20%.
For COc1cccc(CNCCN2CCOCC2)c1OC the results were TRPV1 ag 4, BRCA1 expr up 8%, TCR act 2%, PTAP TSG101 blk -4%, MLL CXXC-DNA inh -10% and Integrin act MD 4%.

Random draw from the library (roughly 3.8% active in at least one column).
